PAX8 reporter – lowers PAX8-driven luciferase in RMG-I cells | AID 652154 | RMG-I TPO-luciferase reporter, SteadyGlo, 24 h | 360,000 compounds, 1.2% hits | inhibition, % at 12.6 µM;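 active means mean replicate inhibition at least 60% with every replicate also reaching 60%; inconclusive means only one of the two criteria is met; inactive means mean below 60% and not all replicates reaching 60%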;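 further: luciferase light reporting Pax8 driven TPO promoter activity; plate controls were median of neutral control wells for no effect and mitoxantrone controls for full effect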
LGR2 inh – inhibitors of bursicon-induced Drosophila LGR2 receptor cAMP signaling; HEK293 LGR2, CRE-luciferase, bursicon-stimulated, 4 h; inhibition, % at 9.99 µM; 380,000 compounds, 0.35% hits; AID 720647;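 active means drop in luminescence signal, shown as inhibition above about 50% in the replicate tests, limit read from the data, passing the limit was not always enough; inconclusive means probably only some replicates passing the limit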;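 further: agonist challenge used bursicon conditioned medium at about half maximal strength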
EWS-Fli inh – inhibitors of EWS/Fli oncoprotein transcriptional activity. A673 NR0B1-luciferase reporter, viability-normalised. inhibition, % at 12.6 µM. 350,000 compounds, 0.67% hits. AID 651661;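 active means mean inhibition of at least 50% after viability correction, with every replicate also passing that limit; inconclusive means mean reaches 50% but only one of two replicates passes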;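 further: firefly luciferase signal divided by Alamar Blue viability fluorescence both relative to DMSO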
ARNT TACC3 PPI – ARNT/TACC3 interaction disruption; Q9Y6A5; AlphaScreen His-ARNT PAS-B/GST-TACC3 binding, luminescence; TACC3 fragment carries E629A point mutation; inhibition, % at 9.99 µM; 390,000 compounds, 0.66% hits;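 active means mean inhibition of replicates at least 50% and at least half of replicates each reaching 50%; inconclusive means half or more replicates reach 50% but mean below 50%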;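 further: 0% = complete ARNT plus TACC3 wells and 100% = ARNT alone without TACC3; many hits fall short of the cut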
CASP6 VEID inh – inhibitors of human caspase-6; P55212; purified caspase-6, Z-VEID-R110 cleavage fluorescence; inhibition, % at 12.5 µM; 350,000 compounds, 0.53% hits; AID 686996;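 active means mean inhibition across replicates at least about 35%, with every replicate also reaching that limit, limit read from the data; inconclusive means only one of the two criteria met; inactive means neither criterion met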;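 further: 0% = median of neutral control wells and 100% = no fluorescence left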
Target sequence (P55212 24-179 limits assumed): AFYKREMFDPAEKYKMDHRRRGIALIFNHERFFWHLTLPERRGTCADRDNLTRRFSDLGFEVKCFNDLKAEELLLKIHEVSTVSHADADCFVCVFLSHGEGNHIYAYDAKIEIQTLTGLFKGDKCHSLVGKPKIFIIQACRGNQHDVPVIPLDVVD
Target sequence (P55212 194-293 limits assumed): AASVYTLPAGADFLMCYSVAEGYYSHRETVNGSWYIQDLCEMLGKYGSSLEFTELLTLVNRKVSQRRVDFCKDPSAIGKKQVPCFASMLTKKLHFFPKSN
DENV2 CPE – DENV2-induced cell death inhibition; CPE inhibition, % at 9.99 µM; DENV2-infected cells, cytopathic effect rescue, plate reader; 350,000 compounds, 1.7% hits; in the data active means CPE inhibition above about 20%, passing the limit was not always enough; inconclusive means no clear call, values can overlap the other calls; tested in BHK-21 cells;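 further: 0% = median of neutral control wells and 100% = median of positive control wells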
SIRT5 block – inhibitors of human sirtuin-5 desuccinylase; Purified SirT5, succinyl-peptide AMC, trypsin-coupled fluorescence; inhibition, % at 15 µM; 330,000 compounds, 1.1% hits; AID 652115; in the data active means inhibition above about 15%; inconclusive means no clear call, values can overlap the other calls
Target sequence (Q9NXA8 whole entry, looked up): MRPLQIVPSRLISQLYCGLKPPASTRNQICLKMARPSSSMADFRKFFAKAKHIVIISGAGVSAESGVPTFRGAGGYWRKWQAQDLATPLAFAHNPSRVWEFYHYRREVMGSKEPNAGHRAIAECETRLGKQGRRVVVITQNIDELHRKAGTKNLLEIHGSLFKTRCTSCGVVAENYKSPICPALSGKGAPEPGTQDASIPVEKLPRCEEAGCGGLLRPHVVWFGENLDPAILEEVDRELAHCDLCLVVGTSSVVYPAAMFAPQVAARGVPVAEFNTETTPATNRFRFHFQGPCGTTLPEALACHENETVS
Numbers without * were called inactive; ? = inconclusive; . = no result given.

Molecule | EWS-Fli inh | ARNT TACC3 PPI | CASP6 VEID inh | SIRT5 block | PAX8 reporter | LGR2 inh | DENV2 CPE
COc1cccc(OC)c1C(=O)NC(=S)NCc1ccccc1 | -1.3 | -13.1 | -1.9 | -4.6 | 13.6 | 8.0 | -7.1
FC(F)(F)c1ccccc1CN1CCCc2nc(-c3ccccc3)ccc21 | -32.0 | . | -1.1 | . | -21.8 | -7.4 | -2.1
CCOc1ccc(NC(=S)N2CCCN(Cc3cccc(Cl)c3)C2)cc1 | 8.1 | 1.2 | -1.3 | 0.6 | 9.4 | 1.6 | 16.0
O=C(C[C@H]1C=C[C@H](NS(=O)(=O)c2cccc(F)c2)[C@@H](CO)O1)NCc1ccc2c(c1)OCO2 | -4.0 | -9.8 | 3.6 | -1.5 | -5.4 | -5.1 | 2.6
Cc1noc(C)c1NC(=O)N[C@@H]1C=C[C@@H](CC(=O)NCCCN(C)C)O[C@H]1CO | . | -0.1 | -26.4 | 4.1 | . | -3.1 | 9.7
CO[C@@H]1CN(C)C(=O)c2cc(NC(=O)c3cc(C)on3)ccc2OC[C@H](C)N(CC2CC2)C[C@@H]1C | -2.4 | -0.6 | . | -3.4 | 2.2 | 13.1 | 2.3
COc1ccc(Cc2c(-c3ccc(C)cc3)nc3c(C)cc(Br)cn23)c(C)c1 | -9.2 | . | -2.8 | 2.4 | 22.2 | 2.1 | -2.0
Cc1ccc2c(c1)N(C(=O)CCC(=O)NCCCN1CCN(C)CC1)CC(C)O2 (stereo not given) | -1.0 | 27.7 | -15.8 | -5.3 | . | -5.6 | 3.5

Quoted from the listing, 2 compounds:
Molecule | EWS-Fli inh | ARNT TACC3 PPI | CASP6 VEID inh | SIRT5 block | PAX8 reporter | LGR2 inh | DENV2 CPE
COc1cccc(OC)c1C(=O)NC(=S)NCc1ccccc1 | -1.3 | -13.1 | -1.9 | -4.6 | 13.6 | 8.0 | -7.1
FC(F)(F)c1ccccc1CN1CCCc2nc(-c3ccccc3)ccc21 | -32.0 | . | -1.1 | . | -21.8 | -7.4 | -2.1

Next compounds follow.
Molecule | EWS-Fli inh | ARNT TACC3 PPI | CASP6 VEID inh | SIRT5 block | PAX8 reporter | LGR2 inh | DENV2 CPE
Cn1cc(C(=O)C(=O)NC2CCCCC2)c2ccccc21 | -54.9 | -5.4 | 5.1 | -1.8 | -68.6 | -38.8 | ?
Cc1sc2ncn(CC(=O)NCCCC(=O)N3CCCCC3)c(=O)c2c1C | 14.7 | 20.9 | -4.9 | -6.2 | -12.1 | -18.9 | -6.6
Cc1ccc(CCCOC(=O)C[N+]2(C)CCCC2)cc1 | -3.4 | -12.0 | -0.5 | . | -17.0 | -3.9 | -5.6
Cc1ccc(NC(=O)COC(=O)c2ccc(-n3cnnn3)cc2)c(Br)c1 | -6.5 | -2.0 | -2.0 | -1.1 | 0.4 | -7.0 | -3.9
CCOC(=O)c1nc(S(C)(=O)=O)ncc1Cl | ? | 2.9 | -1.7 | 0.7 | . | 0.9 | -1.8
O=C1C(=O)N(c2nccs2)C(c2ccccc2F)/C1=C(\O)c1ccc2c(c1)OCCO2 (stereo not given) | -3.1 | -0.1 | 5.5 | 4.5 | 53.7 | 21.9 | 6.1
CC(NC(=O)COc1ccc(S(=O)(=O)N2CCCC2)cc1)c1ccccc1 (stereo not given) | 0.6 | 0.6 | -2.6 | -1.8 | -21.6 | -1.3 | -1.1
C=CCn1cc(/C=N/N2C(=O)C3C4C=CC(C4)C3C2=O)c2ccccc21 (stereo not given) | 12.1 | -4.0 | 7.7 | 0.2 | -7.6 | 8.6 | -4.7
COc1ccc(N2CCN(Cc3cc(OC)c(O)c([N+](=O)[O-])c3)CC2)cc1 | . | -3.0 | . | . | 12.0 | 0.7 | .
C[C@@H]1CC=C[C@@H]2[C@H]1C(=O)N(Cc1ccccc1)[C@H]2c1cccc(Br)c1 | 3.1 | -3.9 | 4.0 | -2.2 | -9.2 | -15.5 | 14.5
COc1ccc(CN(C)C[C@@H]2OCCCC[C@@H](C)Oc3ccc(NC(=O)CCC(F)(F)F)cc3C(=O)N([C@@H](C)CO)C[C@@H]2C)cc1 | 4.3 | -3.1 | -1.5 | -1.6 | 7.9 | 17.8 | -11.7
FC(F)(F)c1ccccc1NC(=S)N1CCCC1 | 15.0 | -4.3 | -0.1 | -1.9 | 21.2 | -5.0 | -5.4
CO[C@H]1CN(C)C(=O)c2cc(NC(=O)c3nc4ccccc4s3)ccc2OC[C@@H](C)N(Cc2cccnc2)C[C@H]1C | -7.8 | -5.0 | -2.5 | . | 27.0 | -16.4 | 2.3
CC(=O)c1ccc(N2CCN(c3ccccc3O)CC2)c([N+](=O)[O-])c1 | -7.4 | 5.8 | 2.7 | -5.0 | -22.9 | -6.4 | 3.7
O=C(C[C@H]1CC[C@H](NC(=O)c2ccncc2)[C@H](CO)O1)NCc1ccncn1 | . | . | 0.4 | -1.2 | -5.3 | 16.5 | 3.4
Oc1c(C(c2ccco2)N2CCC3(CC2)OCCO3)sc2ncnn12 (stereo not given) | -4.9 | -2.3 | 2.3 | 0.4 | -12.1 | -15.1 | -2.3
CC(C)CN(CCNC(=O)CN1C(=O)COc2ccc(S(=O)(=O)N3CCC(C)CC3)cc21)CC(C)C | 8.1 | -4.9 | 0.9 | -4.2 | -1.6 | -8.5 | -2.6
CCN(CC(=O)Nc1c(F)cccc1F)C(=O)c1ccc(Sc2nncn2C)c([N+](=O)[O-])c1 | 1.4 | 0.9 | -1.4 | -2.9 | . | -23.6 | -2.0
CN1C[C@@H]2[C@@H]3C(=O)N(C)C(=O)[C@@H]3[C@](C)(C1=O)N2C(=O)c1ccc(C(C)(C)C)cc1 | -1.9 | . | 4.7 | -1.6 | -34.7 | -14.5 | -7.9
CN1/C(=C/c2cccc[n+]2CCO)Sc2ccccc21 | -7.5 | 0.3 | -0.6 | 1.4 | -9.0 | -0.7 | ?
COC(=O)c1c(NC(=O)COC(=O)C2CCC2)sc(C)c1C | -0.7 | 1.1 | 1.9 | -5.6 | -2.1 | -19.0 | 1.6
CCOc1ccc2ccccc2c1C1NC(=O)N(C)C(C)=C1C(=O)OCCOC (stereo not given) | . | -9.0 | 3.6 | -1.6 | 17.1 | 0.9 | -2.5
CCOc1ccc(C(=O)N2CCN(c3ccccc3)CC2)cc1 | -33.7 | . | -1.4 | -0.8 | -38.8 | -2.7 | 2.3
C[C@H](CO)N1C[C@H](C)[C@@H](CN(C)C(=O)Cc2ccncc2)Oc2ncc(C#C[C@@H](C)O)cc2C1=O | 11.1 | -18.8 | 0.6 | 0.2 | 12.7 | 17.9 | -1.9
O=C(CNc1cc(S(=O)(=O)N2CCOCC2)ccc1N1CCCC1)N1CCc2ccccc21 | -8.3 | -2.6 | 0.2 | -4.0 | 9.3 | -8.8 | -5.1
CN(C)S(=O)(=O)c1cccc(NC(=O)COC(=O)/C=C/c2ccc([N+](=O)[O-])cc2)c1 | 6.6 | -6.0 | 4.2 | 1.4 | 15.1 | 1.6 | 3.5
COc1ccccc1N1C(=O)CC(N(O)c2ccccc2)C1=O (stereo not given) | 3.6 | -5.8 | 2.0 | -2.1 | 6.7 | -12.9 | 5.7
COc1ccccc1-c1cnc2c(c1)C(=O)N([C@@H](C)CO)C[C@@H](C)[C@@H](CN(C)Cc1cccnc1)O2 | 1.6 | -1.3 | -2.0 | 0.5 | . | 0.5 | -9.9
CCOC(=O)C1(CCOC)CCN(Cc2ccncc2)CC1 | 9.8 | -3.7 | 9.7 | -1.4 | 2.8 | 18.1 | 9.7
COC(=O)CCC(=O)OC1(C)C(=O)C=C2C=C(C3CC3)N(Cc3ccccc3)C=C2C1=O (stereo not given) | -5.9 | 4.3 | . | . | -0.6 | 3.9 | .
C[C@H]1CN([C@@H](C)CO)C(=O)Cc2cc(NS(C)(=O)=O)ccc2O[C@@H]1CN(C)Cc1ccc2c(c1)OCO2 | -2.8 | -11.1 | 0.2 | . | -0.7 | -9.4 | -2.2
O=C(N[C@H]1CC[C@@H](CCn2cc(-c3ccc(F)cc3)nn2)O[C@@H]1CO)c1cnccn1 | -2.8 | -0.8 | -0.2 | -0.7 | 1.1 | -6.9 | -0.4
O=C1NC(Cc2ccccc2)c2nc3ccc(F)cc3c(=O)n2-c2ccccc21 (stereo not given) | -35.3 | . | -1.2 | 2.3 | -66.4 | -10.2 | 7.8
O=S(=O)(c1ccccc1)N1CC[C@@H]2[C@@H](CO)Nc3ccc(Br)cc3[C@@H]21 | 5.0 | 4.1 | 2.9 | 3.4 | -9.9 | 23.9 | 3.8
CCc1nc2c(OCC(=O)c3ccc(Cl)cc3Cl)cccn2c1N(C)C(=O)c1ccncc1 | -0.2 | . | 5.8 | . | 7.4 | -6.6 | 9.8
CC(=O)N1[C@H](C(=O)NCc2ccccc2F)[C@@H](CO)[C@@H]2Cn3c(cccc3=O)[C@@H]21 | -4.4 | -4.2 | 1.8 | -1.0 | -0.7 | 7.0 | -1.4
COc1ccc(NC(=O)Nc2ccc3c(c2)C(=O)N([C@H](C)CO)C[C@H](C)[C@@H](CN(C)C(=O)Nc2ccc(F)cc2)O3)cc1 | -14.1 | 5.4 | 1.6 | 4.9 | -21.1 | 14.4 | -5.3
O=C(Nc1nnc([C@@H]2C[C@H](O)[C@@H](CO)O2)s1)c1ccc(Oc2ccccc2)cc1 | 12.1 | . | -1.6 | 1.0 | 3.1 | 2.5 | -2.9
C[C@H](CO)N1C[C@H](C)[C@H](CN(C)Cc2ccc(C(F)(F)F)cc2)Oc2c(NC(=O)c3nc4ccccc4s3)cccc2C1=O | 11.0 | 16.9 | 2.3 | 28.3* | . | 10.2 | -2.2
COc1ccc(NC(=O)CC2C(=O)N(c3ccc(OC)cc3)C(=O)N2CCc2cccs2)cc1 (stereo not given) | -6.9 | 3.1 | 0.6 | -3.1 | 19.8 | 16.0 | 17.4
CN(C)C(=O)c1ccc(NC(=O)COC(=O)C2(c3ccccc3)CCCC2)cc1 | 8.2 | . | -3.1 | -1.9 | 12.4 | 2.8 | -0.4
O=C(Nc1ccc(Cl)cc1C(=O)N1CCCCC1)c1ccco1 | -2.1 | 8.0 | -7.2 | 0.0 | -10.6 | -7.9 | 0.5
CN(CC(=O)Nc1ccccc1Cl)C(=O)c1cc(C2CC2)nn1-c1ccccc1 | 1.0 | -2.4 | -3.3 | -2.5 | 7.0 | -3.7 | 5.7
CCCCNc1nc2c(c(=O)n(Cc3ccccc3)c(=O)n2C)n1C | 1.6 | -1.2 | -1.4 | -6.8 | 33.0 | 7.9 | -1.6
O=C(CNc1cc(S(=O)(=O)N2CCCC2)ccc1OCC(F)(F)F)Nc1cccc(C(F)(F)F)c1 | 16.3 | -0.8 | 0.8 | -0.2 | 19.5 | 15.7 | -7.9
COc1ccc(C(=O)CSc2nc3ccc([N+](=O)[O-])cc3[nH]2)cc1 | . | 4.5 | . | . | 4.0 | -9.5 | .
O=C(CCN1C(=O)/C(=C\C=C\c2ccccc2)SC1=S)Nc1ccccc1C(=O)O | . | -2.1 | 45.2* | 6.2 | -3.2 | -16.2 | -6.6
O=C(N[C@H]1CC[C@@H](CCNS(=O)(=O)c2ccc(F)cc2)O[C@@H]1CO)C1CCCC1 | 1.1 | -2.2 | 0.8 | 0.1 | -0.7 | -10.6 | -2.4
CCNc1nnc(CCn2nc(C)c(Br)c2C)s1 | -5.9 | 1.7 | 0.3 | 0.5 | -16.1 | 29.3 | -3.4
C[C@@H]1CN([C@H](C)CO)C(=O)Cc2cc(NC(=O)C3CC3)ccc2O[C@@H]1CN(C)Cc1ccc(C(=O)O)cc1 | 5.5 | 0.1 | -1.3 | -4.5 | . | -2.4 | -7.9
COc1cccc(CNC(=O)N2CCN(c3ccccc3C)CC2)c1 | 1.9 | 14.6 | -2.1 | -0.6 | 10.7 | 7.3 | -5.1

Screening data: PubChem BioAssay, Broad Institute

Hits appear at their usual frequency; 4.9% or so of the library scored in one or more.
